Assay outcomes: PubChem BioAssay, National Center for Advancing Translational Sciences (NCATS)
KDM5B inh: Primary screen for KDM5B Histone Demethylases FDH-coupled qHTS; Lysine-specific demethylase 5B (Homo sapiens), Q9UGL1; KDM5B demethylase, FDH-coupled NADH fluorescence (FDH is formaldehyde dehydrogenase); Potency, µM (series often up to 57.7 µM), for inactives: top-dose activity change, negative = inhibition, actives largely listed as inhibitors; hit rate 2.6% among 220,000; active means well fitted inhibition curve with a large enough effect; inconclusive means small, poorly fitted or top-dose-only effect; inactive means no such curve, though single readings can be large or run the other way; further: 0% is about no effect; nearly all actives have a fitted effect of over 70% in size
Target sequence (Q9UGL1 whole entry, looked up): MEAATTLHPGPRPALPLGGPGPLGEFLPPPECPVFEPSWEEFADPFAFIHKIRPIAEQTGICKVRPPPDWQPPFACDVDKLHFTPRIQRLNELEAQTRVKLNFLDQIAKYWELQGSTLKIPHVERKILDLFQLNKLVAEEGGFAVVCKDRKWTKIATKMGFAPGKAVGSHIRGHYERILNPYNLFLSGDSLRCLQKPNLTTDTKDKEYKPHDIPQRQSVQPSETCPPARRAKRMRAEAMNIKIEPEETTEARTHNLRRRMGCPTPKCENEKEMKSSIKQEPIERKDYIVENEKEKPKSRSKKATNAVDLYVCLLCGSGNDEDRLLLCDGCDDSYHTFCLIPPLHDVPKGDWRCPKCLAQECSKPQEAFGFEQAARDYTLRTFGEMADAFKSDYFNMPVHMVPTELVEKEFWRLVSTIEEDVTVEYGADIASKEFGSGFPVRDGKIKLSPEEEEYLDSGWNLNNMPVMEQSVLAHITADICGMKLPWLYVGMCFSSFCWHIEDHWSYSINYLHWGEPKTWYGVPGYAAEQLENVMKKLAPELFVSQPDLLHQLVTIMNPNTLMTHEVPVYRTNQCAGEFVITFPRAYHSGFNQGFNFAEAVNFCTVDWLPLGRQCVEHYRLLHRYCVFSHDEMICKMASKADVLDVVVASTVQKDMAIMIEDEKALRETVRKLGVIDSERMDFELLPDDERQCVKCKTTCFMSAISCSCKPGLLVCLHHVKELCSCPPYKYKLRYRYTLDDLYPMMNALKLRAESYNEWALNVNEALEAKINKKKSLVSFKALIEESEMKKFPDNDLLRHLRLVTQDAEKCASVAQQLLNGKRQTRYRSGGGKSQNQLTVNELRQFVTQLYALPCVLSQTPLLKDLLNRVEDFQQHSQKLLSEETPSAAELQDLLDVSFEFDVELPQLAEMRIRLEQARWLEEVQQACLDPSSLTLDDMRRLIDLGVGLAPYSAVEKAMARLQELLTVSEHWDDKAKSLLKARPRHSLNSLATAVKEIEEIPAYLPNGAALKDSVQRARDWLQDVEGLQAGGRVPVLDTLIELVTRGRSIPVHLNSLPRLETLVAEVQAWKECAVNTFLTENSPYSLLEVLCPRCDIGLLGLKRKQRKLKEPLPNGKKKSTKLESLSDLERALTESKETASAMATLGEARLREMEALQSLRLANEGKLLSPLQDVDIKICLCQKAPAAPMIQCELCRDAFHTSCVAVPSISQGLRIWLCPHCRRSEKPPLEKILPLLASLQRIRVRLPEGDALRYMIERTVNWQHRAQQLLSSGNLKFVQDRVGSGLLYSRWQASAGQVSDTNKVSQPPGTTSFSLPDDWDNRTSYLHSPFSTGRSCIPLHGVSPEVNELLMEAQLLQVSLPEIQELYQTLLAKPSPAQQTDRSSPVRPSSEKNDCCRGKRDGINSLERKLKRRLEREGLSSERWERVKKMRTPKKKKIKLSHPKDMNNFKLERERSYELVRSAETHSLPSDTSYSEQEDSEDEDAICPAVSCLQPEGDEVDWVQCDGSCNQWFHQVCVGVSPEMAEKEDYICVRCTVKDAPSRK
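Here, H3K4me3 peptide (12.5 µM in substrate mix) is demethylated by KDM5BΔAP, 200 nM final, after 10 min compound exposure. Formaldehyde product is coupled through FDH (0.25 U/mL in mix) to NADH fluorescence; 30-min ΔRFU feeds dose-response curves.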
* = called active by the depositor; ? = inconclusive; & = joins results of further samples; [ ] = remark or other dose. Potency means the concentration at half of the fitted maximal effect.

no.	compound	KDM5B inh
1	COc1ccc(C(=O)ON=C2CCCCC2)cc1I	18%
2	Cc1cccc(C)c1NC(=O)C1CCCN1S(=O)(=O)c1cccc2nsnc12 (stereo not drawn)	16%[11.5 µM]
3	O=C(O)CCC(=O)N1N=C(c2ccc(F)cc2)CC1c1ccc2nccnc2c1 (stereo not drawn)	10%
4	Cc1csc(SCc2cc(=O)oc3cc4c(cc23)CCC4)n1	-18%
5	COc1ccc(-c2nc(C)c(CCNC(=O)c3c(F)cccc3F)s2)cc1	?
6	CC1Cc2ccccc2N1C(=O)c1nn(C(C)C)c(=O)c2ccccc12 (stereo not drawn)	13%
7	O=C1NCCCCCCN(C(=O)CCc2ccccc2)[C@H]2CCCC[C@@H]12	21%
8	CCOC(=O)c1csc(NC(=O)Cn2nc3c(cc2=O)CCCC3)n1	10%
9	CCCCCCCCCCOC(=O)CSC(=S)N(C)C	2%
10	CS(=O)(=O)CCN1C[C@@H](C(=O)O)[C@H](c2cccnc2)C1	0%
11	O=c1ccc(-c2ccccc2)nn1Cc1ccc(F)cc1Cl	-21%
12	CN(CCS(=O)c1ccccc1)Cc1ccc2c(c1)OCCO2 (stereo not drawn)	35%[activator]
13	COCCN1CCCC(c2[nH]ccc2C(=O)N2CCSCC2)C1 (stereo not drawn)	8%
14	O=C(/C=C/c1ccc2ccccc2c1)c1ccccc1	-12%
15	C=CCN(C(=O)CN1CCC(CN2CCOCC2)CC1)c1ccccc1	14%
16	Cc1ccc2[nH]c(C)c(CCN(Cc3cccnc3)C(=S)NC(C)(C)C)c2c1	10%
17	CCn1c(SCC(=O)c2ccc[nH]2)nnc1-c1ccccc1	14%
18	Cc1cc(Cl)ccc1NC(=O)N1C[C@H](c2nc(-c3cccnc3)no2)[C@@H](C)C1	3%
19	CN(Cc1cnn(Cc2ccccc2)c1)C(=O)c1cccc(S(=O)(=O)N2CCOCC2)c1	18%
20	O=C(NCc1ccccc1)C1CCCN(S(=O)(=O)c2ccc(Br)cc2)C1 (stereo not drawn)	6%
21	O=C(O)c1ccc(C2C(c3ccccc3)=C(O)C(=O)N2c2ccc(Cl)cc2)cc1 (stereo not drawn)	-1%
22	Cc1ccc(NC(=O)C(=O)NCC(c2cccnc2)N2CCOCC2)cc1C (stereo not drawn)	2%
23	COc1ccc(CN2CCN(C(=O)Nc3ccc(C)cc3)CC2)c(OC)c1OC	10%
24	COC(=O)CNC(=O)c1cccc(C)c1	23%
25	CCCc1cc(=O)[nH]c(SCc2nc(-c3ccccc3F)no2)n1	-12%
26	COc1ccc(S(=O)(=O)NC[C@@H]2C=C(C)[C@H](CC(=O)NCc3ccc(C#N)cc3)C[C@H]2C(C)C)cc1	?
27	CN(Cc1ccc(C(C)(C)C)cc1)C(=O)C1CCN(C(=O)/C=C/c2ccccc2)CC1	16%
28	Cc1ccc(/C=N/N=C2\SCC(=O)N2CC2CC2)cc1	12%
29	COc1cccc(Cn2c(CNC(=O)c3cc([N+](=O)[O-])ccc3Cl)nc3cccnc32)c1	-29%
30	O=C(CCCCl)Nc1ncc(Cc2cccc(Cl)c2)s1	2%
31	Cc1ncsc1C(=O)N1CC(CNC(=O)C2CC2)C2(C1)CN(c1ccccc1)C2 (stereo not drawn)	-9%[86.2 µM]
32	COC(=O)C1=C(C)NC(=O)NC1c1cccs1 (stereo not drawn)	24%
33	CC(C)OC(=O)c1ccc(Cn2nnc3sc4c(c3c2=O)CCCC4)cc1	-17%
34	CCCNC(=O)COC(=O)c1c[nH]c2ccccc12	11%
35	Cn1nc(C(=O)N2CCOCC2)cc1C(=O)Nc1cccc(F)c1	15%
36	Cc1nc(C)c(C(=O)O)cc1C(=O)O	16%
37	CCn1c(CN(C)C)nnc1C1CCN(Cc2ccc(-n3ccnc3)cc2)CC1	-13%
38	Fc1ccc2oc([C@H]3CCN(CC4CCCCC4)C3)nc2c1	?
39	O=C(c1ccc(Cl)cc1)N1CCn2c(nnc2-c2ccc(Cl)cc2)C1	-15%[115 µM]
40	CCCC(=O)Nc1ccc(Cl)c(-c2nc3ncccc3o2)c1	?
41	Cn1cc(-c2ccccc2)cc1C(=O)N1CCOCC1	14%
42	O=C(OCc1ccc([N+](=O)[O-])cc1)c1cc2ccccc2oc1=O	16%
43	Fc1ccc(CNCCN2CCCC2)c(F)c1	-4%
44	O=C(Nc1ccc(Cl)c(C(F)(F)F)c1)c1ccc(Cl)cc1Cl	-27%
45	CCC(=O)Nc1cccc(-c2cn3cccc(C)c3n2)c1	?
46	CN(CCc1cnn(C)c1)C(=O)c1coc(COc2cccc(C(F)(F)F)c2)n1	-15%
47	CCOC(=O)c1cnc2ccc(OC)cc2c1Nc1ccc(OCc2ccccc2Cl)cc1	-2%
48	COc1cc(NC(=O)C2CCN(c3nnc(C)c4c(C)n(-c5ccccc5)nc34)CC2)cc(OC)c1	?
49	Cc1ccc(C(=O)C(Sc2ncc(C(F)(F)F)cc2Cl)c2ccc(C)cc2)cc1 (stereo not drawn)	-7%
50	Cn1c(N)c(N=O)c(=O)n(C)c1=O	1%
51	Cc1cccn2cc(-c3cccc(S(=O)(=O)N4CCCCC4)c3)nc12	15%
52	COc1ccc(-c2nnc(SCC(=O)Nc3ccc(Cl)cc3)s2)cc1	-22%
53	CCC(=O)Nc1sc2c(c1C#N)CC(C)CC2 (stereo not drawn)	-17%
54	Cc1cc(C)c(Cn2c3ccccc3c3cnn(CC(=O)NCCc4ccccc4)c(=O)c32)c(C)c1	-21%
55	CCS(=O)(=O)N1CCc2cc(C(=O)NCc3ccccc3)ccc21	?
56	CCn1c2c(c(=O)n3ncc(C(=O)N4CCN(c5ccc(Cl)cc5)CC4)c13)CN(Cc1ccc(OC)cc1)CC2	?
57	CC(C)CCC(C)NC(=O)Cc1coc(-c2ccccc2)n1 (stereo not drawn)	1%
58	O=C(CC(c1ccccc1)c1ccccc1)Oc1cc(Cl)ccc1Cl	10%
59	NC(=O)[C@@H](Cc1ccccc1)NC(=O)C1=C[C@@H](NC(=O)c2ccc(F)c(Cl)c2)[C@@H](O)[C@H](O)C1	-14%
60	CCn1ccc(C(=O)N2C[C@@H](F)C[C@H]2C(=O)N2CCCCC2)n1	21%

Six neighbouring records from above, quoted:
no.	compound	KDM5B inh
42	O=C(OCc1ccc([N+](=O)[O-])cc1)c1cc2ccccc2oc1=O	16%
43	Fc1ccc(CNCCN2CCCC2)c(F)c1	-4%
44	O=C(Nc1ccc(Cl)c(C(F)(F)F)c1)c1ccc(Cl)cc1Cl	-27%
45	CCC(=O)Nc1cccc(-c2cn3cccc(C)c3n2)c1	?
46	CN(CCc1cnn(C)c1)C(=O)c1coc(COc2cccc(C(F)(F)F)c2)n1	-15%
47	CCOC(=O)c1cnc2ccc(OC)cc2c1Nc1ccc(OCc2ccccc2Cl)cc1	-2%

Carrying on:
no.	compound	KDM5B inh
61	COc1ccccc1-n1cc(C(=O)N2CC(C)(C)C(C)(O)C2)cn1 (stereo not drawn)	-15%
62	Cc1cc(C)c(S(=O)(=O)N2CCC(C)(c3noc(C)n3)CC2)c(C)c1	-15%
63	O=C(Cn1nc2c(cc1=O)CCCCC2)N1CCN(Cc2ccccc2)CC1	-24%
64	CC(=O)N1CCC2(C1)N=C(c1ccncc1)C(=O)N2 (stereo not drawn)	-1%[86.2 µM]
65	Cc1ncc2c(c1CNC(=O)c1cc(C(C)C)n3ncnc3n1)CCNC2	?
66	O=C(Nc1ccccc1Cl)N1CCCC2(C1)Nc1cccnc1NC2=NC1CCCC1 (stereo not drawn)	28µM*
67	Cc1ccc(CNC(=O)N2CC(N(C3CCOCC3)S(C)(=O)=O)C2)cc1	9%
68	CCCN(CC1CC1)C(=O)[C@@H]1COCC(=O)N1Cc1ccccc1	3%
69	COc1ccccc1-c1csc(N2N=C(C)CC2c2cc(OC)c(OC)c(OC)c2)n1 (stereo not drawn)	?
70	Cc1ccccc1CC(=O)Nc1cccc2ncccc12	-4%
71	Oc1ccc(C=Nc2cccc3ccccc23)cc1	?
72	O=C(NCC1CN(C(=O)Cc2cccc(Cl)c2)CC12CN(c1ccccc1)C2)C1CC1 (stereo not drawn)	6%[86.2 µM]
73	Fc1ccccc1CNCCOc1ccccn1	-8%
74	Cc1n[nH]c(C)c1CCC(=O)NCC1CCN(c2cc(-c3ccc(F)cc3)[nH]n2)CC1	-21%
75	Cc1onc(-c2ccccc2Cl)c1C(=O)NCc1cccs1	17%

Part of the list above in a different format.
[64] CC(=O)N1CCC2(C1)N=C(c1ccncc1)C(=O)N2 (stereo not drawn)
  KDM5B inh: -1%[86.2 µM]
[65] Cc1ncc2c(c1CNC(=O)c1cc(C(C)C)n3ncnc3n1)CCNC2
  KDM5B inh: ?
[66] O=C(Nc1ccccc1Cl)N1CCCC2(C1)Nc1cccnc1NC2=NC1CCCC1 (stereo not drawn)
  KDM5B inh: 28µM*
[67] Cc1ccc(CNC(=O)N2CC(N(C3CCOCC3)S(C)(=O)=O)C2)cc1
  KDM5B inh: 9%

Other results
no.	compound	KDM5B inh
76	CCOCCn1c(=O)[nH]c2cc(C(=O)NCc3noc(CC)n3)ccc21	?
77	O=C(NCc1ccc(N2CCCC2)cc1)C1CCCN(c2cnn(Cc3ccccc3)c(=O)c2)C1 (stereo not drawn)	-25%
78	CCOc1ccc(N2C(=O)C3Sc4[nH]c(=O)sc4C(c4ccc(OC)c(OC)c4)C3C2=O)cc1 (stereo not drawn)	-4%
79	CC(=O)c1cccc(NC(=O)C(Sc2nnc(-c3ccoc3C)o2)c2ccccc2)c1 (stereo not drawn)	-13%
80	COc1cccc(CNC(=O)COc2cc(O)c3c(=O)cc(-c4ccccc4)oc3c2)c1	14%
81	O=C(NC(=O)c1ccc(F)cc1)Nc1ccc(-c2cc(C(F)(F)F)nn2-c2ccccc2)cc1	?
82	CC(C)CCNC(=O)COc1ccc2c(-c3ccccc3)cc(=O)oc2c1	-13%
83	Cc1cc(=O)oc2cc(OCC(=O)NC(C)(C)C)ccc12	-9%
84	Nc1nc(-c2ccc(Cl)cc2)nn1C(=O)c1ccc(Cl)cc1	21%
85	Cc1cccc(CSc2nc(-c3cccs3)ccc2C#N)c1	?
86	O=C1CCC2(C(=O)NCc3ccccc3)SCCN12 (stereo not drawn)	-1%
87	CCC(C(=O)N1CCN(c2ccc(OC)cc2)CC1)n1nc(C)n2c(cc3occc32)c1=O (stereo not drawn)	-22%
88	CCc1cc(CC)n(-c2nc3c(c(=O)n(CC(N)=O)c(=O)n3C)n2CC)n1	18%
89	COc1ccc(N2CC(C(=O)N3CCC(C(=O)NCc4ccc(F)cc4)C3)NC2=O)cc1 (stereo not drawn)	-20%&7%
90	COc1ccc(Cn2c(C(=O)O)c(CNCc3ccc(C)o3)c3ccc(C)cc32)cc1	?
91	O=C(C1CCCC1)N1CCC2(CC1)CC(c1cccnc1)=NO2	26%[149 µM]
92	COc1ccc(CCNC(=O)c2c(C)noc2-c2cccs2)cc1	?
93	COCCNC(=O)NC[C@H]1O[C@@H]2C[C@@H](CC(=O)NCc3nccn3C)O[C@@H]2[C@@H]1O	14%[86.2 µM]
94	Cc1ccccc1OCc1nnc(SCc2cc(=O)c3ccccc3[nH]2)n1C	-7%
95	CN(C)CCNC(=O)C[C@@H]1c2nc(NC(=O)c3ccco3)sc2C[C@@H]2[C@](C)(CO)[C@H](O)CC[C@]21C	-17%
96	Cc1ccc(OCCNC(=O)c2ccc3c(c2)NC(=O)CS3)cc1	12%
97	CC1(c2ccccc2)NC(=O)N(Cc2ncc(-c3ccccc3)o2)C1=O (stereo not drawn)	3%
98	Fc1ccc(-n2ncc3c(N4CCCCCC4)ncnc32)cc1	?
99	CC(NC(=O)c1ccc2c(c1)N(Cc1ccc(Cl)cc1)C(=O)c1ccccc1S2(=O)=O)c1ccccc1 (stereo not drawn)	-19%
100	COc1ccc(CNC(=O)C(=O)NCC(c2cccnc2)N2CCN(c3ccccc3F)CC2)cc1 (stereo not drawn)	12%
101	O=S(=O)(/C=C/c1ccccc1)N1C=Cc2ccccc2C1c1c[nH]c2ccccc12 (stereo not drawn)	?
102	CCN(CC)C(=O)CC[C@H]1CNC(=O)[C@@H]2[C@@H](CCN2Cc2csnn2)N1C	?
103	Cn1cc(C(=O)N2CCC3(CCN(C4CCOCC4)CC3)C(CO)C2)cn1 (stereo not drawn)	-9%
104	O=C1NCCCCCCN(C(=O)C2CCC2)[C@H]2C[C@H](c3nc(-c4cccnc4)no3)C[C@@H]12	-21%
105	O=C1CCN(C(=O)C2CCN(C(=O)c3ccoc3)CC2)CCCCCCN1	10%
106	COc1ccc(S(=O)(=O)Nc2ccc(Nc3cc(N4CCCC4)nc(C)n3)cc2)c(C)c1C	-2%
107	Cc1occc1C(=O)OCC(=O)c1sc2ccccc2c1C	-3%
108	CCc1ccc(C(=O)NC2CCN(c3cnn(CC4CC4)c(=O)c3)CC2)cc1	12%
109	CCNC[C@H]1O[C@H](Cc2cc(-c3ccc(F)cc3)on2)CC[C@@H]1O	189%[activator][86.2 µM]
110	CCOc1ccc(-c2cc3c(=O)n(CCNC(=O)c4ccc(OC)cc4)ccn3n2)cc1	?
111	CC1(C)CC(=O)C2=C(C1)OC(=O)CC2c1cccc2ccccc12 (stereo not drawn)	22%
112	O=C(NCCNC(=O)c1cc2ccccc2[nH]1)C(=O)Nc1ccccc1	6%
113	O=C(NCc1cccc(Br)c1)c1cnn(-c2ccc(F)cc2)c1-n1cccc1	?
114	COc1ccc(CNC(=O)CSc2nc3ccccc3nc2N2CCCC2)cc1	6%

Some of the compounds tested. The share of hits here may be higher or lower than overall.
